# TDP1 cell noCPT: qHTS for Inhibitors of human tyrosyl-DNA phosphodiesterase 1 (TDP1): qHTS in cells in absence of CPT; DT40 Tdp1-/- hTDP1 cells, no CPT, ATP luminescence, 48 h; Potency, µM (titrated, usually from 46.2 µM), for inactives: at the top dose activity change, negative = growth inhibition, hits mostly inhibitors; 420,000 tested, 15% active; also: nearly all actives have a fitted effect of over 55% in size
#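 Chicken DT40 Tdp1-/- cells complemented with human TDP1, screened without camptothecin (DMSO vehicle only), 400 cells/well. Compounds pin-transferred, cells incubated at 37 °C for at least 48 hr. Growth read as ATP-dependent luminescence (CellTiter-Glo, 30 min at RT).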
# N370S GC mod: inhibitors or activators of N370S glucocerebrosidase for Gaucher disease; P04062; 330,000 tested, 0.092% active; AID 2101; Potency, µM (highest dose often 59.4 µM), inactives show top-dose activity change, negative = inhibition, usual class: inhibitors; N370S GC spleen homogenate, 4MU-glucoside fluorescence;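 also: 0% = full enzyme activity and -100% = no enzyme basal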
# TDP1 block: inhibitors of human tyrosyl-DNA phosphodiesterase TDP1 | recombinant TDP1, AlphaScreen DNA substrate cleavage | 350,000 tested, 0.28% active | AID 485290 | Q9NUW8 | Potency, µM (titrated, usually from 130 µM), for the others: top-dose activity change, negative = inhibition, actives largely listed as inhibitors; also: nearly all actives have a fitted effect of over 40% in size
# Target sequence (Q9NUW8 whole entry, looked up): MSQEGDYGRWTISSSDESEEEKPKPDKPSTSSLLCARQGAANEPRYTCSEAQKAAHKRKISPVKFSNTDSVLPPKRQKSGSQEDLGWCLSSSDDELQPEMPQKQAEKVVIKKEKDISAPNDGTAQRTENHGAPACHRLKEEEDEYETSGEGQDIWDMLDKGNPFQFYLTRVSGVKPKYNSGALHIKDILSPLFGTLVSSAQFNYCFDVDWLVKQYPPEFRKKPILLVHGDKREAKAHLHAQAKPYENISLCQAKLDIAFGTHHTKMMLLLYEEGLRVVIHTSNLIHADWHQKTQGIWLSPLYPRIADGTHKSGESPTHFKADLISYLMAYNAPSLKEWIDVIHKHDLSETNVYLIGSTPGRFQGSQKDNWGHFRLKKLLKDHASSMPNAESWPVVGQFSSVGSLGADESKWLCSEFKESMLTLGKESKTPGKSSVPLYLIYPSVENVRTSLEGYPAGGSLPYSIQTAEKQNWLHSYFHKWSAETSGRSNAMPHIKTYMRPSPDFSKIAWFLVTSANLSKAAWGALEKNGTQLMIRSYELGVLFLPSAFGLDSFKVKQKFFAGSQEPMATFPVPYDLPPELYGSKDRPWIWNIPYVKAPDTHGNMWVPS
#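 Compounds were preincubated with Tdp1 (1 nM final) for 15 min at room temperature before substrate (15 nM final) started a 5 min reaction; beads (10 ug/ml final) were then added for 10 min before AlphaScreen detection.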
# The depositor's hits bear a star; u = inconclusive; x = no result given; [ ] = another dose, or the depositor's remark. Calls follow the shape of the dose curve; as a rule, active = well fitted curve in the direction sought with a large enough effect; inconclusive = small, poorly fitted or top-dose-only effect, or another doubt; inactive = no such curve, though single readings can be large; an effect the other way counts as inactive or inconclusive. Unless noted, % is scaled to controls: 0 for no effect and ±100 for the full control effect; potency is read from the fitted curve at half-maximal effect. Some of the compounds tested; rates above refer to the full screens.
SMILES,TDP1 cell noCPT,N370S GC mod,TDP1 block
Cc1nc(-c2ccc(S(=O)(=O)Nc3cc(F)ccc3F)cc2)co1,-22%,-8%,6%
O=C(/C=C/c1ccc2c(c1)OCO2)c1ccc(F)cc1,u,21%,-1%
O=C(CNC(=O)c1cccc(F)c1)OCCOc1cccc(Cl)c1,1%,-4%,0%
Oc1oc(-c2cccc3ccccc23)nc1/C=N/c1nccs1,-25%,-15%,-3%
CCOc1ccc(NC(=O)C23CC4CC(C2)CC(c2ccccc2)(C4)C3)cc1,u,u,1%
C=C(C)C1CC=C(C)/C(=N/NC(=O)CNc2ccc(C)cc2C)C1 (stereo not given),-29%,-10%,-3%
Cn1nc(C(=O)N2CCN(c3ccccc3)CC2)c2c1-c1ccccc1SC2,9%,x,14%
CC(=O)Nc1ccc(Nc2nc(C)c([N+](=O)[O-])c(Nc3ccccc3)n2)cc1,18µM*,-9%,6%
COc1ccc(S(=O)(=O)N2CCC[C@H]2C(=O)NC2=NCCS2)cc1,-13%,2%,0%
Cc1cc(C)nc(SCC(=O)c2ccc(C)c(C)c2)n1,u,0%,3%
CCC(NS(=O)(=O)c1ccc(C)cc1)C(=O)O (stereo not given),8%,-6%,0%
O=C(Nc1cc(Sc2ccccn2)cc([N+](=O)[O-])c1)c1ccc([N+](=O)[O-])cc1,2.1µM*,7%,9%
CC(C)(O)C#Cc1ccc(C(=O)N2CCC(C(N)=O)(N3CCCCC3)CC2)o1,0%,-6%,1%
Cc1sc(N)nc1-c1ccccc1,-6%,-16%,5%
COc1cccc(C(=O)Nn2cnnc2)c1,-19%,-11%,0%
CN(CCNC(=O)c1cn(C)c2ccc(S(=O)(=O)N(C)C)cc2c1=O)CCc1ccccc1,-23%,2%,4%
CCOc1ccc(OCC(=O)NCCc2nc3ccccc3[nH]2)cc1,-5%,-1%,2%
CN1CCN(c2ccc(NC(=O)c3cccc(S(=O)(=O)N4CCCC4)c3)cc2)CC1,-22%,x,0%
Cc1ccc(-n2[nH]c(C)c(C=Nc3ccc(Br)cn3)c2=O)cc1,u,-3%,5%
CCC(C)NC(=O)C1CCC(=O)N(c2ccc3c(c2)OCO3)C1c1ccc(OC)cc1 (stereo not given),-7%,0%,7%
COc1ccccc1OCCNC(=O)c1ccc2c(c1)OCCO2,u,-9%,-2%
CC(C)c1ccc(OCC(=O)NNC(=O)c2cnccn2)cc1,u,-16%,4%
CCCCCCC(=O)Nc1nnc(CC)s1,-21%,26%,-11%[56.1 µM]
CC1CCCCN1S(=O)(=O)Cc1ccccc1Cl (stereo not given),7%,1%,x
N#Cc1ccc(OCC(O)CS(=O)(=O)c2ccc(F)cc2)cc1 (stereo not given),-3%,8%,3%
CCOC(=O)N1CCN(C(=O)C(=O)Nc2ccc3nc4n(c(=O)c3c2)CCCCC4)CC1,-2%,-4%,-2%
CC(C)CC(NC(N)=O)C(=O)OCC(=O)NC(=O)NC1CCCC1 (stereo not given),0%,1%[2.35 µM],0%
CC(=O)c1ccc(S(=O)(=O)NC2CCCCCCC2)cc1,u,-3%,-3%
COC(=O)C(C(=O)OC)C(C)C(C(=O)OC)C(=O)OC,-7%,-2%,7%
COC(=O)c1nn(-c2ccccc2)ccc1=O,1%,10%[12.8 µM],-6%
O=C(OCc1ccccc1)c1cccc(-c2nnc(-c3ccccc3)o2)c1,-16%,x,1%
COc1ccc(-n2c(=O)c(-c3cccs3)nc3cnc(N4CCOCC4)nc32)cc1,-3%,16%,x
CCOc1cc(C(=O)NCc2ccc(-c3nc4ccccc4o3)cc2)cc(OCC)c1OCC,u,-16%,5%
O=C(NCCCCc1ccccc1)c1nn(-c2ccccc2)nc1CO,-16%,x,-7%
CCOC(=O)C1CCN(C(=O)c2ccccc2NC(=O)c2nsc3ccccc23)CC1,u,x,5%
O=C(Cn1c(-c2cncs2)nc2ccccc21)NCc1ccccc1,-8%,13%,6%
O=C(CSc1ncn[nH]1)Nc1ccc2c(c1)OCCO2,4%,6%,0%
CC(C)=CCN1CCN(Cc2ccc(N3CCNC3=O)cc2)CC1CCO (stereo not given),-3%,6%,-7%
O=C(Nc1ncc2c(n1)CC(c1ccco1)CC2=O)c1ccc(Cl)cc1 (stereo not given),-26%,5%,1%
O=C(NC(=S)N1CCCCC1c1cccnc1)c1ccc(Br)cc1 (stereo not given),-3%,-6%,8%
Nc1nc(NCc2ccc(Cl)cc2)c2[nH]cnc2n1,u,x,2%
CCSc1nnc(NC(=O)c2cc(OC)c(OC)c(OC)c2)s1,u,11%,2%
CCc1nnc(NC(=O)c2ccc(-c3ccccc3Cl)o2)s1,4%,u,4%
CCOC(=O)N1CCN(S(=O)(=O)c2cc(Cl)ccc2Cl)CC1,u,-5%,5%[56.1 µM]
CC(C)NC(=O)Nc1ccc2c(c1)C(=O)N([C@H](C)CO)C[C@H](C)[C@@H](CN(C)C(=O)Nc1ccc3c(c1)OCO3)O2,-13%,x,0%
O=C(CNC(=O)c1cccs1)NCC(=O)OCC(=O)c1ccccc1,7%,-7%,1%[0.0935 µM]
CCn1c(SCC(=O)Nc2sc(C)c(C)c2C#N)nnc1C1CC1,6%,12%,x
O=C(/C=C\c1ccccc1)c1ccccc1O,x,-1%[12.8 µM],10%[21 µM]
O=C(c1ccco1)N1CCCSC1=Nc1ccccc1,u,-20%,-3%
Cn1c(-c2ccc3ccccc3n2)nc2cnccc21,15µM*,3%,6%

# The listing continues:
SMILES,TDP1 cell noCPT,N370S GC mod,TDP1 block
O=C(Cn1ncc2c([nH]c3ccccc32)c1=O)N1CCN(c2ccccc2F)CC1,4%,-6%,-5%
COc1cccc(NC(=O)Nc2cc(C)ccc2OC)c1,u,1%,x
COc1ccc(NC(=O)c2c(SC)nsc2SC)cc1,-16%,4%,7%
Nc1nc2c(c(=O)[nH]1)CN(Cc1ccccc1)CC2,-10%,4%,x
CCOc1ccc(Oc2ccc(S(=O)(=O)N3CCOCC3)cc2NC(=O)CCNC(C)=O)cc1,-4%,-13%,x
Cc1ccc(Cl)cc1NC(=O)CCc1c(C)nc2c3cccnc3nn2c1C,u,x,9%
COc1ccc(C(=O)OC(C)CN2CCN(C)CC2)cc1OC (stereo not given),-2%,-1%,2%
Cc1ccc(/C=N/NC(=O)c2nnn(-c3nonc3N)c2CSc2ccccc2)o1,-13%,8%,0%
COc1ccc(NC(=O)N2CCCC2C(=O)Nc2ccc(C)cc2)cc1 (stereo not given),7%,2%,6%
O=C(NCCN1C(=O)S/C(=C\c2cccnc2)C1=O)c1ccc([N+](=O)[O-])s1,1%,-17%,x
CCN(CC)C(=O)Cn1cc(C(=O)C(=O)NCCc2ccccc2)c2ccccc21,16%,-8%,0%
COc1cc([N+](=O)[O-])ccc1NC(=O)NNC(=O)C(C)Oc1ccc(F)cc1F (stereo not given),u,-10%,2%
Cc1cc(C)c(NS(=O)(=O)c2ccc(-c3cnc(C4CC4)o3)cc2)c(C)c1,0.018µM*,x,1%
c1ccc(-c2nnc(CSc3ccc4c(c3)OCCO4)o2)cc1,u,24%,0%
Cc1c(/C=N/Nc2ccc([N+](=O)[O-])cn2)c2ccccc2n1Cc1ccccc1,-16%,-6%,x
Cc1cc(C)n2c(SCC(=O)Nc3ccccc3C#N)nnc2n1,-7%,x,-1%
CC(=O)Nc1ccc(Sc2ccccc2C(=O)O)c(C(=O)O)c1,-7%,3%,-7%
O=C(CSc1nnc(-c2ccc(O)cc2)n1Cc1ccco1)c1ccccc1,u,u,4%
Cc1cc(C(=O)NCC(=O)OCC(=O)N2CCCCCC2)ccc1[N+](=O)[O-],13%,0%,0%
CC(Oc1ccccc1)C(=O)OCC(=O)Nc1ccc2c(c1)OCO2 (stereo not given),9%,x,2%

# Five of these compounds, set out differently.
# Value order – TDP1 cell noCPT | N370S GC mod | TDP1 block
- Cn1nc(C(=O)N2CCN(c3ccccc3)CC2)c2c1-c1ccccc1SC2
    9% | x | 14%
- CC(=O)Nc1ccc(Nc2nc(C)c([N+](=O)[O-])c(Nc3ccccc3)n2)cc1
    18µM* | -9% | 6%
- COc1ccc(S(=O)(=O)N2CCC[C@H]2C(=O)NC2=NCCS2)cc1
    -13% | 2% | 0%
- Cc1cc(C)nc(SCC(=O)c2ccc(C)c(C)c2)n1
    u | 0% | 3%
- CCC(NS(=O)(=O)c1ccc(C)cc1)C(=O)O (stereo not given)
    8% | -6% | 0%

# (further entries)
SMILES,TDP1 cell noCPT,N370S GC mod,TDP1 block
CN(C)S(=O)(=O)c1cc(NC(=O)CN2CCN(c3ccccc3O)CC2)ccc1Cl,u,-4%,4%
CCN(CC)CCCNC(=S)N(Cc1ccco1)Cc1cc2cc3c(cc2[nH]c1=O)OCCO3,x,-8%,1%
CCOc1ccc(CCNC(=O)CCc2c(C)nc3cc(-c4ccccc4OC)nn3c2C)cc1,15µM*,x,1%
CN(Cc1ccc(C(F)(F)F)cc1)C(=O)c1ccc2ccccc2n1,-22%,0%,0%
O=C(Nc1ccccc1C(F)(F)F)N1CCN(C(c2ccccc2)c2ccccc2)CC1,-29%,-10%,3%
Cc1sc2nc(SCC(=O)NCc3ccco3)n(C)c(=O)c2c1C,u,u,-5%
O=C(CCCC(=O)NCc1ccccc1)NCc1ccccc1,-17%,-7%,2%
COc1cc(CNc2ccc3[nH]c(=O)[nH]c3c2)cc(Cl)c1OCc1ccc(F)cc1,15µM*,x,3%
CCCCc1ccc(NC(=O)NCc2cccnc2)cc1,-28%,20%,4%
Cc1ccc(S(=O)(=O)Nc2ccccc2C(O)c2ccccc2)cc1 (stereo not given),18µM*,-5%,x

# Structural class, the compounds so far with a thiophene ring, fused or not
SMILES,TDP1 cell noCPT,N370S GC mod,TDP1 block
COc1ccc(-n2c(=O)c(-c3cccs3)nc3cnc(N4CCOCC4)nc32)cc1,-3%,16%,x
O=C(CNC(=O)c1cccs1)NCC(=O)OCC(=O)c1ccccc1,7%,-7%,1%[0.0935 µM]
CCn1c(SCC(=O)Nc2sc(C)c(C)c2C#N)nnc1C1CC1,6%,12%,x
O=C(NCCN1C(=O)S/C(=C\c2cccnc2)C1=O)c1ccc([N+](=O)[O-])s1,1%,-17%,x
Cc1sc2nc(SCC(=O)NCc3ccco3)n(C)c(=O)c2c1C,u,u,-5%

# Remaining list, next part.
SMILES,TDP1 cell noCPT,N370S GC mod,TDP1 block
COCCCn1c(C)nnc1SCc1ccc(C(C)(C)C)cc1,u,-5%,-5%
CNc1oc(/C=C/c2ccccc2)nc1C#N,-22%,u,5%
CCOC(=O)c1c(N/N=C/c2cccnc2)n[nH]c1C,13µM*,0%,1%
C=C(C)C(=O)OCCCCCCOc1ccc(C(=O)O)cc1,-15%,6%,25µM*
Cc1nn2c(nc(N3CCCCC3)c3ccccc32)c1C=O,u,10%,-7%
OCC1OC(Oc2cccc3cccnc23)C(O)C(O)C1O (stereo not given),6%,3%,13%[56.1 µM]
CCC1CCCCN1c1cc(C)nc2cc(-c3cccc(C)c3)nn12 (stereo not given),13µM*,-11%,-2%
Cc1cccc(C)c1-n1ncc(C(=O)NCCN2CCN(C)CC2)c1C1CCN(C(=O)OC(C)(C)C)CC1,u,x,2%
CC(Sc1nccn1C)C(=O)Nc1ccccc1 (stereo not given),18%,-2%,1%
CCOC(=O)c1c(C)[nH]c(C)c1C(=O)COC(=O)c1ccc(Cl)nc1,-26%,x,1%
O=C1CCCc2cc(S(=O)(=O)NCC3CCC(C(=O)NCc4ccccc4Cl)CC3)ccc2N1 (stereo not given),-30%,x,0%
CCOc1c2ccc(C(=O)NCc3ccc(OC)cc3)cc2nn1CCOC,-4%,8%,1%
OC[C@@H]1[C@@H](c2ccc(Cl)cc2)C(c2ccccc2)=NN1c1ccccc1,16µM*,u,u
COc1ccc2cc(C(=O)C3CCCN(C(=O)c4snnc4C)C3)ccc2c1 (stereo not given),23µM*,6%,-3%
CCOC(=O)CN1C(=O)S/C(=C/c2ccc3c(c2)n(C)c(=O)n3C)C1=O,u,2%,6%
c1ccc(C2=NCCCN2)cc1,-1%,11%,0%
O=C(NCc1ccco1)c1ccc(S(=O)(=O)c2cccc(S(=O)(=O)N3CCOCC3)c2)cc1,u,-1%,9%
O=C(CCN1C(=O)c2ccncc2C1=O)Nc1ccc2c(c1)OCCO2,-12%,-15%,4%

# Source: PubChem BioAssay
